Screens (PubChem BioAssay)
ARFGAP1 inhibitor = inhibitors of rat ARFGAP1 GAP activity, primary screen, biochemical, fluorescence polarization, GDP tracer; 360,000 compounds, 0.26% hits; AID 651572, 2012; Arfgap1-stimulated ARF1 GTP hydrolysis, GDP FP detection; inhibition, % at 16.5 µM;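 active = inhibition above a per-plate limit, mean inhibition of low control wells plus 3 SD, cut at about 25% in these data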;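 note: 0% = DMSO wells with enzyme and 100% = wells lacking Arfgap1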
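system = rat Arfgap1 catalytic domain, aa 1-136 | technique = FP, GDP Alexa 633 tracer displaced from anti-GDP antibody, 620/688 nm | compound = one concentration, 16.5 µM, DMSO 1.26% | medium = HEPES-based buffer, pH 7.5 | timing = compound-enzyme preincubation 20 min, reaction 120 min, detection 60 min, 25 °C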
PLC-gamma1 inh = PLC-gamma1 enzyme inhibitors, primary screen, biochemical, fluorescence, purified enzyme. 1-phosphatidylinositol 4,5-bisphosphate phosphodiesterase gamma-1 (Homo sapiens), P19174. fluorogenic substrate. inhibition, % at 12.2 µM. AID 720700, 2013. 370,000 compounds, 0.84% hits; in the data active = inhibition above about 9.5%
ASAP1 inh = inhibitors of human ASAP1 ArfGAP activity, primary screen, biochemical, fluorescence polarization; Arf-GAP with SH3 domain, ANK repeat and PH domain-containing protein 1 (Homo sapiens), …; ASAP1-stimulated ARF1 GTP hydrolysis, GDP FP detection; inhibition, % at 16.5 µM; 360,000 compounds, 0.19% hits; in the data active = inhibition above about 25%;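 note: 0% = vehicle with enzyme and substrate and 100% = no enzyme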
DDE Tn7 FP inh = inhibitors of Tn7 peptide binding to fibrin DD(E), primary screen, biochemical, fluorescence polarization, human fibrin, Tn7 probe; Fibrinogen beta chain (Homo sapiens), P02675; FP displacement of FITC-Tn7 peptide from fibrin DD(E); 0% = median of compound wells per plate; inhibition, % at 8.3 µM; 370,000 compounds, 0.13% hits; AID 720508, 2013;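 active = inhibition above the mean of compounds falling within the control limits plus 3 SD of them, cut at about 14% in these data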;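 note: 0% = plate median of compound wells and 100% = 10 µM Aha-Tn7 peptide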
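assay system = human clot-derived fibrin DD(E) complex | quantity = Fibrin-DD(E) at 2 µM final | timing = 10 min preincubation, 3 h with tracer, room temperature | signal = fluorescence polarization | measure = percent inhibition | benchmarks = high control wells with 10 µM unlabelled Aha-Tn7 peptide (full inhibition) | replicates = singlicate testing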
UHRF1 MBD2 ctr = UHRF1 methylated DNA binding inhibitors, primary screen, counter-screen for MBD2 inhibitor project, biochemical, TR-FRET, human UHRF1, single concentration; UHRF1 binding to methylated oligo; 370,000 compounds, 0.75% hits; AID 687016, 2013; inhibition, % at 4.4 µM; in the data active = inhibition above about 21%;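 note: UHRF1 SRA domain binding a hemimethylated CpG hairpin DNA probe; 0% = median of test compound wells and 100% = reference inhibitor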
Target sequence (Q96T88 whole entry, looked up, the tested form may be a part): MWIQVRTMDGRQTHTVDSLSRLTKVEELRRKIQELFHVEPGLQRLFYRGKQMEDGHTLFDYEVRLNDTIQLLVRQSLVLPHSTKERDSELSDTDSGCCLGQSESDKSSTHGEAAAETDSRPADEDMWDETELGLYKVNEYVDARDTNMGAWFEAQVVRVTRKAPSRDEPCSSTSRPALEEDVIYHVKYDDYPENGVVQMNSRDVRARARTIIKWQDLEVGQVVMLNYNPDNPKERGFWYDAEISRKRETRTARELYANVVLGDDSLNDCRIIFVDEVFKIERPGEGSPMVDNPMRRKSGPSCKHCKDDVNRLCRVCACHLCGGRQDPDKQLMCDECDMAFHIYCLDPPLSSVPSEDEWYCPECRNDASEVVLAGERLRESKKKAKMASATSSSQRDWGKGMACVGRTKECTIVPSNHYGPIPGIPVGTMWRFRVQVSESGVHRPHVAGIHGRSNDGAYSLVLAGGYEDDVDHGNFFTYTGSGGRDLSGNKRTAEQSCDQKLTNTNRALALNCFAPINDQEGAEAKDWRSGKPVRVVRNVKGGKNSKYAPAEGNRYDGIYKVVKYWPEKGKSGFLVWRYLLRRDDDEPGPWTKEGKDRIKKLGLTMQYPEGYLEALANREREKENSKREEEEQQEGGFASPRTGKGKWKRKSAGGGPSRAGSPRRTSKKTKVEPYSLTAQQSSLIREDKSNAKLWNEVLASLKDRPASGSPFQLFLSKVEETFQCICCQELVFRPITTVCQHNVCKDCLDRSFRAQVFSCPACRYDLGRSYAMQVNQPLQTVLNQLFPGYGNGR
Tn6 DDE FP = inhibitors of Tn6 peptide binding to fibrin DD(E), primary screen, biochemical, fluorescence polarization, human fibrin, Tn6 probe. 370,000 compounds, 0.21% hits. inhibition, % at 8.3 µM. Fibrinogen beta chain (Homo sapiens), P02675. Fibrin DD(E) TRITC-Tn6 fluorescence polarization displacement;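 active = inhibition above a per-campaign cutoff: mean of compounds within control limits plus 3 SD, cut at about 15% in these data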;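 note: 0% = median of all compound wells on the plate and 100% = blocking peptide control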
Rev-erbA mod = modulators of Rev-erb alpha DNA binding, primary screen, biochemical, FITC-DNA, fluorescence polarization, uHTS; Rev-erbα–FITC-DNA binding, 90 min; activity, % at 10 µM; 370,000 compounds, 0.79% hits; AID 1259318, 2017;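 active = activity above about 14%, limit read from the data; passing the limit was not always enough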;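 note: 0% = DMSO wells with 35 nM protein and 100% = DMSO wells with 750 nM protein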
sPLA2-III inh = human group III sPLA2 inhibitors, primary screen, biochemical, QFRET, BODIPY PC-A2 liposome substrate | 370,000 compounds, 0.56% hits | Group 3 secretory phospholipase A2 (Homo sapiens), Q9NZ20 | QFRET BODIPY PC-A2 liposome hydrolysis, fluorescence | inhibition, % at 12.2 µM;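 active = inhibition above mean plus 3 SD of compounds lying within the high and low control bounds, cut at about 19% in these data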;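 note: 0% = median of test compound wells and 100% = no enzyme DMSO wells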
KLK7 zymogen act = proKLK7 zymogen activators, primary screen, biochemical, fluorescence intensity; purified proKLK7, EDANS-DABCYL substrate fluorescence; 100% is mature enzyme control, 0% vehicle; activation, % at 7 µM; Kallikrein-7 (Homo sapiens), P49862; 370,000 compounds, 0.9% hits;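 active = activation above the mean of all tested compounds plus 3 SD, computed per campaign excluding outliers beyond control limits, cut at about 13% in these data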
Target sequence (P49862 whole entry, looked up): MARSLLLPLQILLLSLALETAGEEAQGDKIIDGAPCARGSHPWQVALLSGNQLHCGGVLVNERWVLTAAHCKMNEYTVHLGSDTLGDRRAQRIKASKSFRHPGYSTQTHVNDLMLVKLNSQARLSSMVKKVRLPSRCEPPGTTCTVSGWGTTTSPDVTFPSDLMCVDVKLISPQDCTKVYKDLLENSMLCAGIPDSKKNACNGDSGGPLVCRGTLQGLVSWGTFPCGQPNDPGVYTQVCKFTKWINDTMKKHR
PLC-beta3 inh = human PLC-beta3 inhibitors, primary screen, biochemical, fluorescence. 1-phosphatidylinositol 4,5-bisphosphate phosphodiesterase beta-3 (Homo sapiens), Q01970. Purified PLC-beta3, fluorogenic substrate. inhibition, % at 12.2 µM. 370,000 compounds, 0.18% hits; in the data active = inhibition above about 11%;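 note: 0% = median of compound wells on plate and 100% = full blocker control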
* hit, by the source's call; i = inactive; . = not tested or not shown; & = joins results of further samples.

SMILES	ARFGAP1 inhibitor	PLC-gamma1 inh	ASAP1 inh	DDE Tn7 FP inh	UHRF1 MBD2 ctr	Tn6 DDE FP	Rev-erbA mod	sPLA2-III inh	KLK7 zymogen act	PLC-beta3 inh
O=C(/C=C/c1ccc2c(c1)OCO2)N1CCN(c2ccc(Cl)cc2)CC1	-6	-5	7	1	-1	-7	4	1	-0.4	-5
Cc1cccc(C(=O)Oc2ccccc2C(=O)N2CCOCC2)c1	-9	1	-14	-1	20	1	1	11	-0.6	-5
Cc1noc(NS(=O)(=O)c2ccc(NC(=O)CCC3CCCCC3)cc2)c1C	11	0	7	-1	2	-1	1	-18	0.5	0
NNC(=O)c1cncc(Br)c1	-2	-1	0	8	0	5	-4	5	0.1	-10
COC(=O)c1cc(S(=O)(=O)N2CCCN(C(C)=O)CC2)cn1C	.	-1	.	-6	-3	-4	-7	0	0.2	4
COC(=O)[C@H]1[C@@H](O)[C@@]2(O)c3c(OC)cc(OC)cc3O[C@@]2(c2ccc(OC)cc2)[C@@H]1c1ccc(F)cc1	1	0	1	0	0	3	1	-10	0.4	2
COc1cccc(C(c2nnnn2C2CCCCC2)N2CCN(C/C=C/c3ccccc3)CC2)c1OC (stereo not drawn)	1	3	-8	7	1	6	2	-16	-0.2	-1
COC(=O)c1ccc(/C=N/OCC(=O)Nc2cc(F)ccc2F)cc1	2	-3	0	7	0	8	-1	-1	0.1	-8
CNC(=O)CS(=O)(=O)CC(=O)Nc1cc(OC(C)C)c(Cl)cc1Cl	-14	0	-17	7	1	10	5	-16	-0.5	-1
CCn1cnc2sc(C(=O)O)c(C)c2c1=O	4	-1	-6	-1	-3	-1	3	0	0.1	-1
CSc1ccccc1NC(=O)c1cc(-c2cccs2)on1	-8	-2	-13	-4	-1	0	17	-5	-0.1	-1
COCCCC1CCN(C(=O)C2CCC(=O)N(CC3CCCCC3)C2)CC1 (stereo not drawn)	10	-2	-3	-3	2	6	1	0	-0.4	-2
Cc1ccc(C2NC(=O)c3[nH]nc(-c4ccccc4)c32)cc1 (stereo not drawn)	-7	1	-3	-1	-2	0	-3	-15	0.0	0
Cc1[nH]n(-c2ccccc2)c(=O)c1C(c1ccc(C(=O)O)cc1)c1c(C)[nH]n(-c2ccccc2)c1=O	15	26*	-4	-2	20	4	1	-2	0.3	8
CCNC(=O)NC1(C(=O)Nc2ccc3c(c2)CCC3)CCCCC1	16	2	-3	-5	7	1	1	2	0.4	6
COc1ccc(C2=NOC(C(=O)Nc3ccc4c(c3)OCO4)C2)cc1OC (stereo not drawn)	-6	-1	-5	9	-3	0	-4	3	1.0	-2
COc1ccc(CNC(=O)Cn2c(=O)n(CC(=O)N3CCCCC3)c(=O)c3sccc32)cc1	12	2	1	-2	0	6	1	-3	0.8	-4
OC[C@H]1O[C@@H](n2cnc3c(NC4CCCC4)ncnc32)[C@H](O)[C@@H]1O	4	2	6	-3	2	4	2	5	-0.5	3
Cc1cnc(C(=O)Nc2ccc(OC(F)(F)F)cc2)cn1	-2	2	-4	-5	5	2	-1	1	-0.2	-2
CC(=O)Nc1ccc(NC(=S)NC(=O)/C=C/c2ccc(Cl)cc2)cc1	0	1	-9	4	1	-3	-3	1	0.5	3

One compound at a time (already shown). Screens in order: ARFGAP1 inhibitor | PLC-gamma1 inh | ASAP1 inh | DDE Tn7 FP inh | UHRF1 MBD2 ctr | Tn6 DDE FP | Rev-erbA mod | sPLA2-III inh | KLK7 zymogen act | PLC-beta3 inh
Shown for COc1ccc(C2=NOC(C(=O)Nc3ccc4c(c3)OCO4)C2)cc1OC (stereo not drawn) : -6 | -1 | -5 | 9 | -3 | 0 | -4 | 3 | 1.0 | -2
Shown for Cc1[nH]n(-c2ccccc2)c(=O)c1C(c1ccc(C(=O)O)cc1)c1c(C)[nH]n(-c2ccccc2)c1=O : 15 | 26* | -4 | -2 | 20 | 4 | 1 | -2 | 0.3 | 8
Shown for OC[C@H]1O[C@@H](n2cnc3c(NC4CCCC4)ncnc32)[C@H](O)[C@@H]1O : 4 | 2 | 6 | -3 | 2 | 4 | 2 | 5 | -0.5 | 3
Shown for CCNC(=O)NC1(C(=O)Nc2ccc3c(c2)CCC3)CCCCC1 : 16 | 2 | -3 | -5 | 7 | 1 | 1 | 2 | 0.4 | 6

Further compounds follow:
SMILES	ARFGAP1 inhibitor	PLC-gamma1 inh	ASAP1 inh	DDE Tn7 FP inh	UHRF1 MBD2 ctr	Tn6 DDE FP	Rev-erbA mod	sPLA2-III inh	KLK7 zymogen act	PLC-beta3 inh
O=C(COc1ccc2ccccc2c1)Nc1ccc2c3c(cccc13)CC2	-4	0	1	1	1	1	1	2	0.1	-5
Fc1ccccc1CSc1nc2ncccc2[nH]1	5	1	-7	1	6	-4	1	3	0.0	3
O=C1CCC[C@H]2C[C@H](NCc3cccc(I)c3)CC[C@]23CCCN13	.	2	.	3	-1	-2	-7	7	.	0
Cc1ccc(C)c(OCc2cc(C(=O)N3CCOCC3)no2)c1	1	-3	1	0	2	-1	-2	3	0.1	-5
O=C(NC(Cc1nn[nH]n1)C(=O)OCc1ccccc1)OCc1ccccc1 (stereo not drawn)	9	1	13	-4	9	-1	2	5	0.4	-11
O=C(NCCc1ccncc1)Nc1cccc(Cl)c1	0	2	-6	7	-2	4	3	-1	-0.2	-3
Cc1cc(=O)oc2c(C)c(OCC(=O)NCc3ccccn3)ccc12	12	-1	11	3	-1	-10	9	4	-0.2	-7
CN(C)CCNc1nc2sc3c(c2c(=O)n1CCc1ccccc1)CCCCC3	7	3	8	-2	0	0	1	-6	-0.3	-5
Cc1cc(C)nc(NS(=O)(=O)c2ccc(NS(=O)(=O)c3ccc(C#N)cc3)cc2)n1	0	0	7	3	0	1	1	0	-0.6	-10
COC(=O)c1c(NC(=S)Nc2cc(OC)c(Cl)cc2OC)sc2c1CCCCC2	-7	-8	-14	11	3	-3	2	25*	0.1	-6
CCCc1ccccc1OCCNC(C)=O	5	0	-6	3	-2	0	0	6	-0.3	4
CCOC(=O)C1CCN(C(=O)CN(c2ccc3c(c2)OCO3)S(C)(=O)=O)CC1	1	-3	-6	8	1	4	-2	11	-0.3	1
C[C@]12CCC(=O)C=C1CC[C@@H]1[C@@H]2[C@@H](O)C[C@@]2(C)[C@H]1CC[C@]2(O)C(=O)CO	12&3	0&-1	11&0	-15&-2	-2&-1	-11&-1	-1&-2	-1&-8	-0.2&0.4	1&1
C[C@H](O)[C@@H]1C(=O)N2CCc3c([nH]c4ccccc34)[C@@H]2C[C@@H]1N(C)C(=O)Nc1cccc2ccccc12	-7	-398	8	-3	-7	-3	-7	-2	9.1	i
O=C(CCl)NN=C(c1ccccc1)c1ccccc1	-6	-3	-5	0	-2	6	-3	-1	0.1	-1
O=[N+]([O-])c1ccc(C2CCCC/C2=N/O)c([N+](=O)[O-])c1 (stereo not drawn)	0	-1	4	-2	1	2	6	3	-0.6	-4
O=C(NCc1ccccc1F)c1ccc(S(=O)(=O)N2CCCCCC2)cc1	12	4	5	-6	-1	-3	-4	-3	0.1	-5
O=C1CCCC2=C1C(c1ccc(O)c(Br)c1)C1=C(CCCC1=O)N2c1ccccc1	-1	-18	10	-3	5	-9	-3	-7	1.2	-15
O=C(c1cc([N+](=O)[O-])ccc1N1CCOCC1)N1CCN(c2ccc([N+](=O)[O-])cc2)CC1	10	0	-4	4	-1	6	3	9	0.4	2
N#Cc1ccc(NC(=O)CNc2cc(S(=O)(=O)N3CCOCC3)ccc2NCC2CCCO2)cc1 (stereo not drawn)	-5	-9	9	11	-1	5	-1	0	-0.7	-17
CC1(C)CC(=O)C(C2=NC(C)(C)Cc3ccccc32)=C(O)C1	-4	3	4	-8	2	5	-1	4	-0.2	3
COc1ccccc1Cc1c(-c2cccc(Cl)c2)nc2ccc(Br)cn12	-10	-14	-4	9	1	3	5	-23	-2.1	-18
Cc1ccc(-n2cc(CNCCN3CCOC3=O)c(-c3ccc(F)cc3)n2)cc1	1	2	0	5	2	1	-4	-1	-0.3	-1
CC(CN1CCOCC1)OC(=O)c1ccccc1 (stereo not drawn)	-9	2	12	-4	8	-7	5	3	0.1	-6
CCN(CC(=O)Nc1ccc(NC(C)=O)cc1)C(=O)c1cc(CN2C(=O)c3ccccc3C2=O)ccc1OC	-2	0	-4	-2	-1	0	0	-3	-0.1	2
Cc1cc(-c2ccc(C)c(S(=O)(=O)NCCc3ccc(S(N)(=O)=O)cc3)c2)on1	-9	-1	-11	2	1	4	-2	-10	-0.4	-9
Cc1ccccc1NC(=O)Cn1c(NCC(C)O)nc2ccccc21 (stereo not drawn)	10	-1	8	-2	2	4	0	0	0.3	1
CCOC(=O)C1=C(CSc2nc(-c3ccccc3)ccc2C#N)OC(N)=C(C#N)C1c1cccnc1 (stereo not drawn)	8	i	9	-2	-1	-4	0	-24	382*	i
Cc1cccc(Cn2c(C(=O)OC(C)C)cc3c2ccn3C)c1	6	-14	1	-7	8	-20	3	2	0.0	-21
CCOC(=O)C1CCCN(S(=O)(=O)c2ccc(NC(C)=O)cc2)C1 (stereo not drawn)	6	5	4	2	0	4	-4	0	0.1	3
Oc1ccc(/C=N/N2CCN(c3ccccn3)CC2)cc1	-8	1	0	4	-2	0	3	0	0.4	-4
COc1ccc(-c2ccc(SCC(=O)N3c4ccccc4CC3C)nn2)cc1OC (stereo not drawn)	3	-2	-8	7	0	-2	-5	-9	0.0	-7
COc1ccc(-c2nc3c4ccccc4ccn3c2CN2CCOCC2)cc1OC	-12	-33	-15	-3	2	4	-7	3	-0.3	-59
CN(C)c1ccc(/C=C/C(=O)c2ccc(O)cc2)cc1[N+](=O)[O-]	-3	2	-2	4	-6	-2	-2	-20	0.8	-4
CCOc1cccc2cc(C(=O)NCc3ccc(Cl)cc3)c(=N)oc12	-13	2	6	3	0	7	-2	5	-0.3	-2
CCN(C(=O)CSc1nnnn1C)c1c(N)n(Cc2ccccc2)c(=O)[nH]c1=O	3	2	-6	-1	1	-2	-1	-1	0.2	3
COc1ccc(NC(=O)c2ccc(C)cc2)cc1	2	1	9	-5	-1	5	2	5	0.1	3
O=c1[nH]c(Nc2ccccc2)cc2ccccc12	33*	-40	25*	1	2	0	-10	1	1.6	-55
CN(C1CCS(=O)(=O)C1)S(=O)(=O)c1ccccc1 (stereo not drawn)	-2	-1	-1	7	0	0	8	1	0.3	4
